Compound activity as filed in PubChem.
Apaf-1 inh: inhibitors of human Apaf-1 apoptosome, primary screen, biochemical, DEVD-Rh110 fluorescence, uHTS. 330,000 tested, 0.71% active. inhibition, % at 20 µM. Apoptotic protease-activating factor 1 (Homo sapiens), O14727. AID 489030, 2010. reconstituted apoptosome caspase-3 activity; active = inhibition of at least 40% at 20 µM;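 also: plate controls were DMSO wells for no effect and DEVD-CHO caspase inhibitor wells for full effect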
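detection = Rh110 fluorescence intensity | test system = biochemical Apaf-1 apoptosome reconstitution | also added = cytochrome c and DEVD-Rh110 substrate | schedule = 30 min plus 50 min, RT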
SENP1 inh: human SENP1 catalytic domain inhibitors, primary screen, biochemical, FRET, uHTS; Sentrin-specific protease 1 (Homo sapiens), Q9P0U3; recombinant SENP1 catalytic domain, CyPet-SUMO1-YPet FRET cleavage; inhibition, % at 10 µM; 360,000 tested, 0.21% active; AID 624204, 2012;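 active = inhibition at least 30% at 10 µM, raw YFP signal under a set limit, fluorescence ratio 0.5 to 1.5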;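 also: 0% = enzyme with DMSO and 100% = no enzyme wells; some results filed as inactive read as strong as hits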
Target sequence (Q9P0U3 419-644 limits assumed): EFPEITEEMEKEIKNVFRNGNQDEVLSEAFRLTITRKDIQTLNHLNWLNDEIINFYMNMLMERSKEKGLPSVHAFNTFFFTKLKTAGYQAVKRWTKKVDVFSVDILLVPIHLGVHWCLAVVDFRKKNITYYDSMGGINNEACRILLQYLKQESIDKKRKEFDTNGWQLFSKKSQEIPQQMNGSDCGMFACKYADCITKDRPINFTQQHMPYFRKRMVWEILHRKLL
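Compound: 10 µM single point, 0.5% DMSO; Test system: hSENP1 catalytic domain, recombinant; Timing: 50 min reaction at room temperature; Technique: FRET, CFP and YFP emission; Control set: no-enzyme wells low, DMSO-plus-enzyme wells high control.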
SENP6 block: SENP6 protease inhibitors, primary screen, biochemical, luminescence, uHTS | Recombinant SENP6 catalytic domain, aminoluciferin luminescence | Sentrin-specific protease 6 (Homo sapiens), Q9GZR1 | 330,000 tested, 1.8% active | AID 2599, 2010 | inhibition, % at 10 µM;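 active = inhibition above about 50% at the single tested dose, limit read from the data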;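 also: plate controls were DMSO wells with enzyme for no effect and DMSO wells lacking enzyme for full effect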
Target sequence (Q9GZR1 628-1112 limits assumed): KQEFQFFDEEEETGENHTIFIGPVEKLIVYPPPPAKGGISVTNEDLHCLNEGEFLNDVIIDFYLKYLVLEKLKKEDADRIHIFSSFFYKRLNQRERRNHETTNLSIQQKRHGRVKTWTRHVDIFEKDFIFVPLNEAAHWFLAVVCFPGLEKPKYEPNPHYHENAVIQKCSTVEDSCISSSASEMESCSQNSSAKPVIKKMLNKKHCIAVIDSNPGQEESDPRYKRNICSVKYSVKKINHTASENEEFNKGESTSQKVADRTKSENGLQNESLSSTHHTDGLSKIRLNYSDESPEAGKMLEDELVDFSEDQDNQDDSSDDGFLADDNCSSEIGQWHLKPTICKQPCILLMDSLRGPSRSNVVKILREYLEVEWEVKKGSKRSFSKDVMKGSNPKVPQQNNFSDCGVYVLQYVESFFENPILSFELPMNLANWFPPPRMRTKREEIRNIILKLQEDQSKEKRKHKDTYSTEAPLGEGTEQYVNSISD
SENP8 block-1: human SENP8 protease inhibitors, primary screen, biochemical, fluorescence, Nedd8 protein substrate, uHTS. recombinant SENP8. inhibition, % at 20 µM. AID 602440, 2012. 360,000 tested, 0.64% active; in the data active = inhibition mostly above about 40%, no sharp cut-off; inactive = mostly below about 27%
UBC13 inh: UBC13 polyubiquitin chain formation inhibitors, primary screen, biochemical, TR-FRET, uHTS; Ubiquitin-conjugating enzyme E2 N (Homo sapiens), P61088; inhibition, % at 20 µM; 330,000 tested, 0.47% active; in the data active = inhibition above about 45%, passing the limit was not always enough
SENP8 block-2: SENP8 protease inhibitors, primary screen, biochemical, luminescence; Sentrin-specific protease 8 (Homo sapiens), Q96LD8; purified SENP8, Z-RLRGG-aminoluciferin cleavage; inhibition, % at 10 µM; 330,000 tested, 1.2% active; AID 2540, 2010; in the data active = inhibition above about 50%
A3G deaminase: APOBEC3G DNA deaminase inhibitors, primary screen, biochemical, fluorescence, single-stranded DNA substrate, uHTS | DNA dC->dU-editing enzyme APOBEC-3G (Homo sapiens), Q9HC16 | recombinant A3G, ssDNA deamination FAM/TAMRA fluorescence | inhibition, % at 20 µM | 330,000 tested, 0.28% active;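 active = inhibition of at least 40% at 20 µM, with no more than 30% in the related APOBEC3A deaminase screen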;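 also: plate controls were DMSO wells with A3G for no effect and wells lacking A3G enzyme for full effect; some compounds called inactive have numbers as strong as hits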
Target sequence (Q9HC16 whole entry, looked up): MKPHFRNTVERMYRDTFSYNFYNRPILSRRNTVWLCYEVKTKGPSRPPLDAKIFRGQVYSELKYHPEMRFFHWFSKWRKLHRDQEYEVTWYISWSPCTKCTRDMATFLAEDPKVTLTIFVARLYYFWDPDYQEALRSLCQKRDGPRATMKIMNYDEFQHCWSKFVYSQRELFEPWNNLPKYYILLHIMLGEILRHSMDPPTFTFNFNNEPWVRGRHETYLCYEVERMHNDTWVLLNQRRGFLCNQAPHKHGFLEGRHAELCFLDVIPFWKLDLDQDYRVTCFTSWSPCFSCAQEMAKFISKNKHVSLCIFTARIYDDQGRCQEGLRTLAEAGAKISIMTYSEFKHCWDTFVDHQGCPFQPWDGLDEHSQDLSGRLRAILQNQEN
SENP7 inh: SENP7 protease inhibitors, primary screen, biochemical, luminescence, uHTS; Sentrin-specific protease 7 (Homo sapiens), Q9BQF6; recombinant SENP7, Z-RLRGG-aminoluciferin luminescence, 40 min; inhibition, % at 5 µM; 330,000 tested, 1.5% active;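 active = inhibition above about 50% at the single test dose, limit read from the data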;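 also: plate controls were DMSO with enzyme for no effect and no enzyme buffer wells for full effect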
Numbers without * were called inactive; . = no result given.

SMILES	Apaf-1 inh	SENP1 inh	SENP6 block	SENP8 block-1	UBC13 inh	SENP8 block-2	A3G deaminase	SENP7 inh
O=C(CCCOc1ccccc1)Nc1cccc(S(=O)(=O)N2CCCCC2)c1	20.8	0.1	4.4	9.2	-0.4	-7.4	1.3	-9.5
Cn1cc(CNC(=O)COc2ccc(Cl)cc2Cl)cn1	3.6	0.8	-11.2	12.5	-0.5	1.1	-7.1	-4.6
CCCCN1CC[C@@H]2C=CC[C@H](C(=O)OC)[C@@H]2C1=O	1.8	0.0	.	-0.2	.	.	2.2	0.2
Cc1ccc(CN2C(=O)[C@H]3Cc4c([nH]c5ccccc45)C(C)(C)N3C2=O)cc1	10.0	-49.3	2.5	3.4	7.3	-11.3	-8.3	19.2
O=S(=O)(c1cccc(C(F)(F)F)c1)N1CCC(c2cc(-c3cccc4ccccc34)n[nH]2)CC1	21.6	1.1	-4.1	13.8	6.7	0.5	-3.5	2.6
CC1(c2cccc(Br)c2)NC(=O)N(CC(=O)NCC2CCCO2)C1=O (stereo not drawn)	-0.9	-1.2	-16.7	1.1	-11.1	-13.6	-4.5	-9.2
CCN1CCCc2cc(CN(CCN3CCOCC3)C(=S)Nc3ccc(C)cc3)ccc21	6.8	-10.4	-10.0	36.5	9.7	-0.9	-4.4	1.0
O=C(CNC(=O)c1cc(Cl)cc([N+](=O)[O-])c1)NC1CC1	9.8	-2.3	-15.1	15.3	-11.9	-19.2	-8.2	-9.1
CCOC(=O)c1ccc(NC(=O)COc2ccc(CNC3CCCCC3)cc2OC)cc1	6.8	-1.0	-15.5	-7.5	12.5	-7.2	-5.8	-11.0
O=S1(=O)N=C(N(Cc2cccs2)c2ccc(O)cc2)c2ccccc21	5.2	1.5	-2.2	8.5	-1.6	-4.0	-5.5	3.8
NC(=O)c1cc([N+](=O)[O-])ccc1NCc1cnccn1	-4.1	1.2	-0.1	9.0	-19.9	-9.3	-4.3	6.7
CN(C1CCCCC1)S(=O)(=O)c1ccc(NC(=O)c2ccco2)cc1	15.9	4.2	1.1	17.6	-3.0	13.0	3.2	5.8
CCC1CCCCN1c1cc(C)nc2cc(-c3cccc(C)c3)nn12 (stereo not drawn)	36.6	-105.2	-19.3	-377.1	3.3	-4.3	-6.6	-8.0
CCc1ccc(Nc2ncc3c(n2)CC(c2ccco2)CC3=O)cc1 (stereo not drawn)	12.7	4.3	17.4	-357.2	7.2	0.4	2.1	3.9
CN(C)S(=O)(=O)c1ccc(NC(=O)COC(=O)CC2CC3CCC2C3)cc1 (stereo not drawn)	11.8	2.4	-14.4	2.7	-0.2	-9.1	-7.5	-12.7
COc1ccc(CN2CCN(C(=O)c3ccc(S(=O)(=O)NCc4ccco4)cc3)CC2)cc1F	3.7	0.8	-10.6	24.4	-0.8	-3.4	-10.8	8.4
Cc1cc(=O)oc2cc(OCC(=O)NCCc3c[nH]c4ccc(F)cc34)ccc12	-13.3	1.7	-16.8	-34.5	7.8	10.5	-4.6	-4.6
O=C(CSc1nc2ccccc2[nH]1)N1CCCCC1	-24.0	1.0	-3.8	19.5	8.9	-9.5	-0.2	5.6
Cc1cccc(-n2c(C)nc3cc(C(=O)N4CCOCC4)ccc32)c1	-2.0	-1.1	-14.3	4.7	3.9	7.6	-7.8	-7.4
Clc1ccccc1-c1cc(COc2ccc3ccccc3c2)no1	-3.8	4.1	-0.2	19.8	4.0	-0.5	-9.3	1.8
CN(C)S(=O)(=O)c1cccc(C(=O)NCCOC(=O)c2cc(F)c(F)cc2Cl)c1	2.8	0.3	-5.8	6.1	1.6	3.8	-6.9	-13.3
O=C(O)CCCn1cc(NC(=O)c2cc(F)c(F)cc2Cl)cn1	1.9	-2.4	19.4	10.0	3.3	0.2	-2.8	-1.0
COc1ccc(S(=O)(=O)NCc2cccnc2)cc1NC(=O)c1ccc(Cl)cc1	1.9	0.8	-0.6	4.9	-17.4	-3.1	-3.0	-2.1
CCC(C(=O)Nc1cc(C(=O)O)ccc1C)c1ccccc1 (stereo not drawn)	0.4	1.9	-15.5	12.2	4.6	-2.1	-9.0	1.8
Oc1oc(-c2cccc3ccccc23)nc1/C=N/c1nccs1	11.8	-27.9	-1.5	-359.9	-25.1	-6.4	3.0	0.0
NC(=O)CN1C(=O)C(=O)N(Cc2ccccc2Cl)C1=O	0.7	3.5	-10.6	14.4	2.0	1.9	-4.2	-4.3
O=C(c1cccs1)N1CCN(Cc2cccc([N+](=O)[O-])c2)CC1	4.4	1.9	-1.5	10.4	-8.7	-11.0	-9.6	-11.3
O=C(c1cc2cc(F)ccc2[nH]1)N1CCN(c2ccc(F)cc2)CC1	9.2	-0.3	-5.2	16.6	7.0	6.9	-2.5	-0.3
Cc1cccc(OCc2nnc(SCC(=O)c3ccccc3)o2)c1	21.7	3.8	-25.6	16.4	4.1	-5.0	-6.9	5.2
Cc1nnc(SCc2cccc([N+](=O)[O-])c2)[nH]c1=O	-10.1	0.3	5.3	5.4	8.7	1.9	-2.1	1.1

The final two records of the section above are carried over, then new ones follow.
SMILES	Apaf-1 inh	SENP1 inh	SENP6 block	SENP8 block-1	UBC13 inh	SENP8 block-2	A3G deaminase	SENP7 inh
Cc1cccc(OCc2nnc(SCC(=O)c3ccccc3)o2)c1	21.7	3.8	-25.6	16.4	4.1	-5.0	-6.9	5.2
Cc1nnc(SCc2cccc([N+](=O)[O-])c2)[nH]c1=O	-10.1	0.3	5.3	5.4	8.7	1.9	-2.1	1.1
O=C(COC(=O)C1=COCCO1)NCc1ccc(F)cc1	4.9	-0.8	-2.8	12.0	0.7	-4.1	-4.9	6.2
COC(=O)Cc1c(C)nc2nc(-c3ccc(OC)cc3)[nH]n2c1=O	5.8	0.9	-10.1	10.2	-0.5	-2.0	-2.8	-6.3
O=C1O/C(=C/C(=O)N2CCOCC2)c2ccccc21	-1.3	0.3	-5.4	20.1	-10.7	-4.8	0.1	-1.8
Cc1c(S(=O)(=O)N2CCc3ccccc3C2)c(=O)n(C)c(=O)n1C	-8.6	-0.6	-2.3	9.4	4.2	3.3	-4.6	-7.6
CCN(CC)S(=O)(=O)c1ccc(C)c(NC(=O)/C=C/c2cccs2)c1	18.7	-1.6	-15.3	22.7	-8.7	-14.4	-3.0	-2.1
Cc1sc2ncnc(SC(C)C(=O)N3c4ccccc4Sc4ccccc43)c2c1C (stereo not drawn)	15.4	1.4	-14.7	20.0	-6.5	-6.2	-8.6	-7.5
CSCCC1NC(=O)NC1=O (stereo not drawn)	-2.6	.	-0.2	.	-0.4	0.2	-3.3	4.7
COC(=O)c1sccc1NC(=O)c1csc2c1CCCC2	2.8	0.4	-13.3	1.0	8.4	2.5	-1.8	13.1
Cc1nc2scc(C)n2c(=O)c1S(=O)(=O)NCCc1ccc(Cl)cc1	1.6	0.3	-11.1	-311.3	10.0	-0.3	-5.2	-7.8
O=C(Nc1ccc(Cl)cc1)c1ccc(Br)cc1F	4.4	15.3	50.7*	13.9	-4.6	44.4	-8.8	49.8
Cc1nc2ncccn2c1-c1csc(Nc2ccccc2)n1	5.0	5.0	-8.8	-31.4	15.1	-7.9	-12.3	-5.8
Cn1c(C(=O)O)c(C=O)c2ccccc21	3.6	5.4	11.7	2.2	0.2	-1.4	4.2	4.1
CCCCCNC1=CC(=O)CC(c2ccccc2)C1 (stereo not drawn)	-23.2	-1.0	-11.7	17.7	1.3	4.0	-2.1	10.1
COc1ccc2c(c1)C1NC(=S)NC(C)(O2)C1C(=O)Nc1ccc(Cl)cc1 (stereo not drawn)	7.0	-0.1	-18.0	14.9	-13.7	-17.3	-7.8	-11.3
Cc1cc(C)cc(SCc2noc(C(=O)NC(C)C)c2C(=O)NC(C)C)c1	7.5	-2.4	-8.7	5.1	7.2	-1.3	-6.6	-7.5
O=C(O)c1ccc(NC(=O)c2ccco2)c(NC(=O)c2ccco2)c1	-0.7	1.8	-2.8	5.7	5.9	-1.9	-6.4	5.1
COc1cc(C)c(NC(=O)COc2cccc3c2OC(C)(C)C3)cc1OC	1.0	1.5	-2.8	4.5	9.7	0.4	-0.1	-1.1
COc1ccc(Cn2c(SCc3ccccc3C)nc3cc(OC)c(OC)cc3c2=N)cc1	69.7*	1.3	3.2	-0.6	34.2	-5.3	-2.1	2.7
CN(Cc1cnccn1)Cc1nc(Cc2ccccc2Cl)no1	-27.7	3.4	1.8	-0.4	21.5	-4.4	-12.4	-3.9
CCCCn1c(SC(C)C(=O)NCC2CCCO2)nc2cc(C(=O)OC)ccc2c1=O (stereo not drawn)	10.7	0.5	-9.9	-94.5	-9.1	1.7	-3.2	-4.0
CCN(CC)c1nc(N)c2c(N)nc3c(c2c1C#N)CC(c1ccccc1)O3 (stereo not drawn)	15.0	-19.6	15.5	-322.9	4.2	2.8	3.8	8.9
Cc1ccc(NC(=O)C2C(c3ccccc3)C=CC(c3ccccc3)C2C(=O)O)cc1 (stereo not drawn)	16.9	0.5	-11.3	12.9	-12.8	1.5	1.1	11.1
CC(C)(C)OC(=O)NCCCCCNC(=O)c1nc[nH]c1C(=O)NCc1ccccc1	17.4	1.7	-11.6	10.1	-10.3	0.8	-8.1	-2.0
Cc1ccc(N=CC2=C(O)CC(c3cccc(Cl)c3)CC2=O)cc1 (stereo not drawn)	9.1	-1.1	-7.4	-108.3	4.5	-8.6	-5.5	11.0
Cc1ccccc1NC(=O)NC1CCCCC1C (stereo not drawn)	11.6	1.3	13.4	29.8	-2.0	0.6	2.4	-0.6
O=S(=O)(c1ccc(Cl)c(F)c1)N1CCC(c2nc(-c3ccncc3)no2)CC1	2.1	1.4	-16.3	7.4	7.6	5.0	-5.3	9.4
CCOC(=O)c1sc(-c2ccc(Cl)cc2Cl)nc1O	-9.1	-30.5	31.9	-419.2	-2.4	15.8	1.1	-3.9
O=C1/C(=C/c2ccccc2[N+](=O)[O-])COc2ccccc21	12.1	0.4	-4.4	5.1	1.5	-10.8	-8.2	-6.9
Nc1cc(Cl)ccc1Oc1ccc(Cl)cc1	-10.3	1.8	16.3	12.5	16.2	-5.0	-4.9	3.6
O=C(NNC(=O)C1CCN(S(=O)(=O)c2cccc(C(F)(F)F)c2)CC1)C1CC1	1.4	3.4	-19.9	2.0	3.2	-8.5	-5.0	-6.9

Compounds from the list above containing bromine, in the order listed:
SMILES	Apaf-1 inh	SENP1 inh	SENP6 block	SENP8 block-1	UBC13 inh	SENP8 block-2	A3G deaminase	SENP7 inh
CC1(c2cccc(Br)c2)NC(=O)N(CC(=O)NCC2CCCO2)C1=O (stereo not drawn)	-0.9	-1.2	-16.7	1.1	-11.1	-13.6	-4.5	-9.2
O=C(Nc1ccc(Cl)cc1)c1ccc(Br)cc1F	4.4	15.3	50.7*	13.9	-4.6	44.4	-8.8	49.8

(further entries)
SMILES	Apaf-1 inh	SENP1 inh	SENP6 block	SENP8 block-1	UBC13 inh	SENP8 block-2	A3G deaminase	SENP7 inh
C=CCOc1ccccc1CN(CCc1ccccc1)C(=O)c1cccc(S(C)(=O)=O)c1	24.0	-0.3	-18.7	4.7	-4.0	-8.6	-12.3	3.1
COc1cc(C(=O)NCCNC(=O)c2ccc(C)nc2)cc(OC)c1OC	-2.7	1.3	2.7	-0.3	4.8	-0.3	-10.0	1.1
CN1CCN(CC(O)COCCOc2ccc(Br)cc2)CC1 (stereo not drawn)	4.2	0.9	-0.2	14.1	8.8	2.6	-0.1	-1.8
O=C(CN(Cc1ccc(F)cc1)S(=O)(=O)c1ccccc1)N1CCCCC1	-6.1	1.2	-12.5	27.2	2.4	7.9	81.1*	2.2
